Screening results from PubChem.
Vif-APOBEC3G blk – Vif-A3G binding inhibition; Q9HC16; Potency, µM (doses to about 46.1 µM), without a hit: at the top dose activity, negative = active, hits mostly inhibitors; AID 602310; 0.076% of 410,000 active; HeLa A3G-eYFP + Vif (tagged APOBEC3G with the HIV-1 protein that degrades it), YFP fluorescence, overnight;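 also: potency is read from the fitted curve at half-maximal effect; % is scaled to controls: 0 for no effect and ±100 for the full control effect; nearly all actives have a fitted effect of over 60% in size; hits raise eYFP signal because A3G escapes Vif-driven loss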
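HeLa cells stably expressing Vif and C-terminally eYFP-tagged A3G, seeded overnight at 37 deg C, then exposed to compound by pintool overnight at 37 deg C. Rise in yellow fluorescence (Ex 488/Em 500-530, Acumen) marks blocked Vif-driven A3G degradation.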
RGS4 inh – blocks human RGS4-accelerated GTP hydrolysis. Transcreener GDP fluorescence polarization, RGS4-accelerated GTP hydrolysis. Potency, µM (doses to about 114 µM), for inactives: top-dose activity change, negative = inhibition, actives largely listed as inhibitors. 0.039% of 390,000 active; also: potency is read from the fitted curve at half-maximal effect; % is scaled to controls: 0 for no effect and ±100 for the full control effect; nearly all actives have a fitted effect of over 75% in size; some results filed as inactive show a strong effect at the top dose
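MLSMR compounds (23 nl, pin-transferred) preincubated 10 min at room temperature with a 500nM (2x) first reagent, then RGS4 at 900nM (2x) plus Transcreener GDP mix added; fluorescence polarization (620/688 nm) read before and after 90 min at 30 °C.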
Vif-A3F inh – blocks the Vif interaction with APOBEC3F. HeLa A3F-eYFP + Vif (tagged APOBEC3F with the HIV-1 protein that degrades it), YFP fluorescence increase. Potency, µM (titrated, usually from 46.1 µM), inactives show at the highest dose activity, negative = active. 0.2% of 390,000 active. AID 602313; also: potency is read from the fitted curve at half-maximal effect; % of control where 0% means no effect; nearly all actives have a fitted effect of over 65% in size
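HeLa cells stably expressing Vif plus C-terminally eYFP-tagged A3F were seeded, incubated overnight at 37 deg C, dosed with compound, incubated overnight again at 37 deg C. Yellow fluorescence (Ex 488/Em 500-530) reported blocked Vif-mediated A3F-eYFP degradation.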
12-LOX inh – inhibitors of human 12S-lipoxygenase ALOX12; Potency, µM (top dose mostly 108 µM), inactives show at the highest dose activity change, negative = inhibition, actives largely listed as inhibitors; P18054; 1.1% of 580,000 active; purified 12hLO, xylenol orange hydroperoxide absorbance; also: potency is read from the fitted curve at half-maximal effect; % is scaled to controls: 0 for no effect and ±100 for the full control effect
Target sequence (P18054 whole entry, looked up): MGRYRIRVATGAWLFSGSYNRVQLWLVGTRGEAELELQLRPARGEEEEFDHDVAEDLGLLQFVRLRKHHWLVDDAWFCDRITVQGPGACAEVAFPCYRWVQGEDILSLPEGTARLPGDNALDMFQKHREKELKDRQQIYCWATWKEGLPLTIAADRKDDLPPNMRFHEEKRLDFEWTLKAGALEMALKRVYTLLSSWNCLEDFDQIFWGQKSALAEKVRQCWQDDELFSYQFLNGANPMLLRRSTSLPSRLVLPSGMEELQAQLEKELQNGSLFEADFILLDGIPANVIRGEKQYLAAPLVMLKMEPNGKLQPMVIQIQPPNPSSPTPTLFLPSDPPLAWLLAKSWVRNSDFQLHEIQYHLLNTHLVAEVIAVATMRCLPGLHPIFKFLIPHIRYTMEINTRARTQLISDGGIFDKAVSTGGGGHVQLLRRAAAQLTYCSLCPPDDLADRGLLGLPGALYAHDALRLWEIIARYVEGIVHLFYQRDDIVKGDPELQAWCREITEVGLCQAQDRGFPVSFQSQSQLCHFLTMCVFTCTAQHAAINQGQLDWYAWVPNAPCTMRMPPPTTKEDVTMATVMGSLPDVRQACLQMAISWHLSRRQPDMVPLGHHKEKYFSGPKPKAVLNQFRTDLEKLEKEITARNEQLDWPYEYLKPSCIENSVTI
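Hydroperoxide product was detected by ferrous iron/xylenol orange as the 573 to 405 nm absorbance ratio. Arachidonic acid at 40 uM (final) was turned over for 30 min at room temperature by 150 nM human 12hLO, pH 7.0 Hepes buffer, after 15 min compound preincubation.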
LDHA inh – inhibitors of human lactate dehydrogenase A. P00338. purified LDHA, NADH/diaphorase-resazurin fluorescence; active compounds read low. activity change, % (values are at about 110 or 230 µM). 0.15% of 480,000 active. AID 1347041; in the data active = activity change below about -30%; inconclusive = mostly about -25% to -30%;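 also: plate controls were DMSO wells for no effect and wells without enzyme for full effect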
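Human LDH5 (2 nM) was incubated with 0.06 mM NADH and 0.2 mM pyruvate for 5 min at room temperature in Tris pH 7.4. Remaining NADH was coupled through diaphorase/resazurin, and resorufin fluorescence was read at 0 and 20 min.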
D2 antag – D2 dopamine receptor (human) antagonism. P14416. HEK293 TREx D2 cells, calcium flux, dopamine EC80. inhibition, % at 10 µM. 2% of 340,000 active; in the data active = inhibition above about 30%; also: 0% is about no effect
Target sequence (P14416 whole entry, looked up): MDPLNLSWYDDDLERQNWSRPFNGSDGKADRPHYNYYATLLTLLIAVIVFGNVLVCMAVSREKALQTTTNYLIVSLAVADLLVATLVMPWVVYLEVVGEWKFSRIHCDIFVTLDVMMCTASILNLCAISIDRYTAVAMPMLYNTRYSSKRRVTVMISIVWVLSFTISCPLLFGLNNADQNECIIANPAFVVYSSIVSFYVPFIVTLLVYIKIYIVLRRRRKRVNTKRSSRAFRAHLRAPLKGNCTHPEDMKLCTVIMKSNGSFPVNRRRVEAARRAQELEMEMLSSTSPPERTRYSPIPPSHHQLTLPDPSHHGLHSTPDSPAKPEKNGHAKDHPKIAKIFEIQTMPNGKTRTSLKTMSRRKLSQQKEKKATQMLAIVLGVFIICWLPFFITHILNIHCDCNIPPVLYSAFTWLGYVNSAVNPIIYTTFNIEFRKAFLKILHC
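Calcium flux kinetic readout in an inducible HEK293 TREx D2 line plated overnight at 30 C. After 180 s compound exposure, an EC80 dopamine challenge follows with another 180 s kinetic read to detect antagonism.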
Glioma ERSR ind – ER stress response induction in glioma. U87-MG GRP78 promoter luciferase reporter, 16 h. Potency, µM, for the others: at the highest dose activation, usual class: activators. 0.02% of 420,000 active; also: potency is read from the fitted curve at half-maximal effect; series mostly up to about 76 µM; % of control where 0% means no effect; nearly all actives have a fitted effect of over 35% in size
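Stably transfected U87-MG human glioma cells carrying a GRP78-based luminescent sensor were seeded at 1000 cells/well, pin-dosed with compounds and incubated 16 h. Luciferase reagent was then added, and end-point luminescence was read after 10 min at room temperature.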
ERG-DNA inh – inhibitors of human ERG Ets domain-DNA interaction | fluorescence polarization, His-ERG Ets domain / labelled DNA | Potency, µM (highest dose often 76.9 µM), inactives show at the top dose FP activity, negative = inhibition, usual class: inhibitors | 0.028% of 370,000 active; active = well fitted inhibition curve with a large enough effect in the polarisation, with a control signal flat; inconclusive = small, poorly fitted or top-dose-only effect, or effect the other way, or a change in a side signal; inactive = no such curve, though single readings can be large or run the other way; the % refers to the polarisation;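 also: polarization taken with two DNA probes labelled with fluorescein and Texas red; potency is read from the fitted curve at half-maximal effect; % of control where 0% means no effect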
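His-tagged ERG Ets domain (1 uM in the protein solution; 300mM KCl, 50mM Tris-HCl, 1mM EDTA, 1mM DTT, pH 7.5) received compound, then a probe mix of 5 nM fluorescein-DNA and 100nM Texas-615-DNA. Fluorescence polarization was read for both dyes.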
D2 agonist – D2 dopamine receptor (human) agonism | HEK293 T-REx D2 cells, calcium flux agonist mode | activation, % at 2 µM | 0.53% of 340,000 active | AID 485358 | P14416;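 active = activation over 3 SD above normal in the single-dose calcium agonist read, cut at about 30% in these data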; also: 0% is about no effect
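Agonism is scored from calcium flux in a force-coupled, inducible HEK293 cell line expressing D2, read kinetically for 180 s after compound addition against dopamine controls.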
The depositor's hits bear a star; ? = inconclusive; . = no result given; & = joins results of further samples; [ ] = another dose, or the depositor's remark. Unless noted, calls follow the shape of the dose curve; as a rule, active = well fitted curve in the direction sought with a large enough effect; inconclusive = small, poorly fitted or top-dose-only effect, or another doubt; inactive = no such curve, though single readings can be large; an effect the other way counts as inactive or inconclusive.

The line under a structure holds: Vif-APOBEC3G blk	RGS4 inh	Vif-A3F inh	12-LOX inh	LDHA inh	D2 antag	Glioma ERSR ind	ERG-DNA inh	D2 agonist
COc1ccc(-c2nc(NC(=O)c3ccccc3)sc2-c2ccc([N+](=O)[O-])cc2)cc1
→ 0%	10%	-8%	-7%	-7	12	0%	-3%	1.5
COc1ccccc1N(CN1CCCC1=O)C(=O)c1c(F)cccc1Cl
→ 4%	26%	-7%	-4%	-1	1	-3%	-4%	-0.6
COc1ccc(-c2cc(C(=O)Nc3ccc(OC)cc3OC)no2)cc1
→ -4%	13%	0%	-5%	-7	12	-3%	-1%	-0.6
CCCN(CC(=O)Nc1ccccc1C)C(=O)c1ccc(N2CCCCC2)c([N+](=O)[O-])c1
→ 1%	7%	5%	-26%	-3	11	-2%	-3%	-0.1
Nc1nnnn1/N=C/c1ccccn1
→ -3%	9%	-9%	1%	7	-17	2%	3%	0.2
CC(C)CNC(=O)COC(=O)c1ccccc1OCC(=O)Nc1ccc(Br)cc1
→ 0%	23%	-9%	-14%	-3	5	-4%	-7%	1.6
COc1ccc(NC(=O)CSCC(=O)Nc2ccccc2N2CCCCC2)cc1
→ -1%	-38%	-8%	-27%	6	-23	-5%	23%	-0.1
CCN(CC)C(=O)CN1C(=O)C2CC=C(Cl)CC2C1=O (stereo not given)
→ 2%	-6%	4%	?	6	-9	-4%	-5%	-0.1
COc1cc(NC(=O)CN2C(=O)CCc3cc(Br)ccc32)cc(OC)c1OC
→ -2%	6%	3%	-23%	-5	.	-3%	-7%	-0.6
COC(=O)CCN(C1CCCCC1)S(=O)(=O)c1ccc(S(=O)(=O)N2CCCCC2)cc1
→ 1%	-3%	3%	4%	-1	4	-4%	.	-0.6

Record cards, from the list above. Values in the order: Vif-APOBEC3G blk, RGS4 inh, Vif-A3F inh, 12-LOX inh, LDHA inh, D2 antag, Glioma ERSR ind, ERG-DNA inh, D2 agonist
CCN(CC)C(=O)CN1C(=O)C2CC=C(Cl)CC2C1=O (stereo not given) across the screens: 2%, -6%, 4%, ?, 6, -9, -4%, -5%, -0.1
COc1ccc(-c2nc(NC(=O)c3ccccc3)sc2-c2ccc([N+](=O)[O-])cc2)cc1 across the screens: 0%, 10%, -8%, -7%, -7, 12, 0%, -3%, 1.5

(listing goes on)
The line under a structure holds: Vif-APOBEC3G blk	RGS4 inh	Vif-A3F inh	12-LOX inh	LDHA inh	D2 antag	Glioma ERSR ind	ERG-DNA inh	D2 agonist
O=C(CN1C(=O)COc2ccccc21)N(Cc1ccccc1)Cc1ccccn1
→ 0%	-3%	-4%	17%	0	6	1%	4%	0.0
COc1ccc(NC(=O)c2ccc(N3CCCC3=O)cc2)cc1Cl
→ 0%	-37%	10%	-48%	1	.	-1%	-13%	.
COc1ccc(NC(=O)CCC2CCCCC2)cc1S(=O)(=O)N1CCCCC1
→ 0%	1%	-14%	9%	-6	2	-4%	-7%	0.3
COC(=O)c1ccc(C2/C(=C(/O)c3ccc4c(c3)CC(C)O4)C(=O)C(=O)N2CCN2CCOCC2)cc1 (stereo not given)
→ 3%	22%[11.4 µM]	3%	?	0	0	-3%	1%	-0.3
O=C(CC1(O)C(=O)N(Cc2ccccc2)c2ccccc21)c1ccc2c(c1)OCO2 (stereo not given)
→ -1%	22%	-1%	?	-6	20	-3%	-2%	0.1
CN(Cc1nccn1C)C(=O)CC1C(=O)NCCN1Cc1cccc(Oc2ccccc2)c1 (stereo not given)
→ -6%	-3%	0%	13%	-1	-6	5%	10%	0.5
Cc1ccc(-c2cc(C(=O)NCc3ccccn3)c3ccccc3n2)cc1C
→ -3%	-24%	0%	-19%&0%	4&-1	-16	0%	6%	-1.1
CCCCCCCC(=O)N1CCN(c2cc3c(cc2F)c(=O)c(C(=O)O)cn3CC)CC1
→ -5%	35%	7%	0%	-1	9	-2%	-4%	-0.3
O=C(Cc1ccccc1)NC(NC(=O)Cc1ccccc1)c1cccc([N+](=O)[O-])c1
→ -13%	-52%	0%	-12%	-3	-6	1%	8%	-0.3
O=S(=O)(NC1CCc2ccccc21)c1ccc(S(=O)(=O)N2CCCC2)cc1 (stereo not given)
→ 3%	-32%	-3%	-35%	-2	-14	-5%	.	0.6
CN1CCN(C(=O)C2(NC(=O)NCc3ccccc3)CCCCC2)CC1
→ 0%	-6%	7%	-2%	-2	.	-5%	-4%	.
CC1(C)CC(=O)C2=C(C1)c1c(ccc3ccccc13)NC2c1cc([N+](=O)[O-])cc([N+](=O)[O-])c1O (stereo not given)
→ -11%	-42%	?	40µM*	-4	-4	0%	-3%	-0.5
O=C(Nc1ccccc1Cl)c1ccc2ccccc2c1
→ 4%	35%	-9%	?	-3	5	4%	-3%	-0.7
COC(=O)c1cc(OC(=O)c2ccc(=O)[nH]c2)cc(C(=O)OC)c1
→ 0%	-28%	1%	-17%	-5	-30	-2%	9%	1.1
O=C1CCC(C(=O)N2CCC(CCO)CC2)CN1Cc1ccc(Cl)cc1 (stereo not given)
→ -1%	5%	1%	-1%	-7	0	-3%	8%	0.6
COc1ccc(Cc2c(C3CCCCC3)nc3ccc(Br)cn23)c(C)c1
→ -1%	.	.	?	2	.	-5%	.	.
CC(C)C(c1nnnn1C1CCCC1)N(C)C1CCCCC1 (stereo not given)
→ 0%	-4%	-7%	-12%	-7	3	-5%	-7%	-1.2
O=C(N/N=C/C=N/NC(=O)c1ccco1)c1ccco1
→ 0%	-19%	-4%	-16%	-3	-1	?	5%	0.3
CCOc1cc(CNC(=O)c2ccc3c(c2)N(C)C(=O)C2CCCCN32)cc(OCC)c1OCC (stereo not given)
→ -4%	-3%	-3%	16%	3	.	-3%	2%	0.1
Cc1ccc(NCC(O)C(O)C(O)CO)cc1C (stereo not given)
→ -2%	-2%	-2%	0%	6	2	-4%	-8%	0.5

An excerpt from above, reduced to D2 antag and RGS4 inh:
| SMILES | D2 antag | RGS4 inh |
| --- | --- | --- |
| CN1CCN(C(=O)C2(NC(=O)NCc3ccccc3)CCCCC2)CC1 | . | -6% |
| CC1(C)CC(=O)C2=C(C1)c1c(ccc3ccccc13)NC2c1cc([N+](=O)[O-])cc([N+](=O)[O-])c1O (stereo not given) | -4 | -42% |
| O=C(Nc1ccccc1Cl)c1ccc2ccccc2c1 | 5 | 35% |

Other compounds
The line under a structure holds: Vif-APOBEC3G blk	RGS4 inh	Vif-A3F inh	12-LOX inh	LDHA inh	D2 antag	Glioma ERSR ind	ERG-DNA inh	D2 agonist
Cc1cc(C)n(C(=O)c2ccc([N+](=O)[O-])cc2[N+](=O)[O-])n1
→ 2%	-25%	0%	-14%	4	15	-3%	-6%	0.0
CCN(CC)c1ccc(-c2nnc(SCC(=O)Nc3ccccc3C#N)n2-c2ccccc2)cc1
→ -9%	-22%	-11%	362%[activator]	-1	6	1%	7%	1.2
COCCNc1nc(-c2cc3ccccc3o2)cs1
→ 2%	-9%	6%	?	-5	38*	-9%	1%	-0.5
c1csc(-c2noc(CN3CCc4sccc4C3)n2)c1
→ 7%	6%	0%	-8%	-1	-5	0%	-10%	-0.8
CN(C)c1ccc(CNn2cnnc2SCc2ccc(F)cc2)cc1
→ 0%	-36%	3%	-11%	7	-3	-2%	1%	-1.3
O=C(CCN1CCN(c2ccccc2F)CC1)Nc1cccc(F)c1
→ 9%	-15%	-11%	-7%	-1	80*	-3%	1%	81*
O=C(CN1C(=O)CNC1=O)Nc1cccc(C(F)(F)F)c1
→ 2%	-9%	-4%	-7%	1	-7	2%	2%	1.8
CCCCCC1CC1C(=O)N/N=C/c1ccc(N(C)C)cc1 (stereo not given)
→ -4%	9%	.	0%	-2	-16	2%	-1%	1.1
O=C(O)C1CC(=O)N(Cc2ccc3c(c2)OCO3)C1 (stereo not given)
→ 0%	8%	-17%	8%	0	-7	-3%	5%	2.7
Cc1cc(C(=O)N/N=C/c2c(C)[nH]n(-c3ccccc3)c2=O)n[nH]1
→ -5%	16%	-9%	?	0	.	0%	2%	.
Fc1ccc(/C=N/Nc2nccnc2Cl)cc1
→ -13%	9%	1%	-12%	-3	9	3%	-5%	0.6
O=C(c1ccc(Sc2ccc(F)cc2)c([N+](=O)[O-])c1)N1CCOCC1
→ -5%	6%	11%	39%[activator]	-2	1	0%	1%	0.1
O=C(CSc1nc(-c2ccccc2)cc(=O)[nH]1)Nc1ccccc1F
→ -17%&-7%	-15%&-16%	1%&-3%	0%&-5%	-7&4	10	1%&-3%	12%&2%	0.2&-2.1
O=C(CN1CCN(c2ccccc2F)CC1)N1N=CCC1c1ccccc1 (stereo not given)
→ -3%	-5%	0%	-7%	1	10	-4%	3%	2.0
O=C(Nc1c2c(nn1-c1ccc(Cl)cc1)CS(=O)(=O)C2)c1ccccc1F
→ -2%	-8%	-2%	-26%	1	.	-4%	1%	-0.7
COc1cccc(NC(=O)CN2C(=O)CC(c3ccco3)Sc3ccccc32)c1 (stereo not given)
→ -2%	18%	-5%	-36%	-1	.	-4%	-5%	0.0

A portion of the library, so the mix of outcomes need not match the whole.
